Screens (PubChem)
CCT modulator – High-Throughput Screening for Modulators of Cytosolic Chaperonin Activity | purified chaperonin ATPase assay, HTRF ADP detection, 30 min | activity change, % (no concentration beside the values), hits read low | 0.3% of 360,000 active | AID 651819, 2012; in the data active = activity change below about -30%; also: % is scaled to controls: 0 for no effect and ±100 for the full control effect
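TRiC at 40 or 20 nM final (batch-dependent) in 30 mM Tris pH 7.4, 100 mM KCl, 5 mM MgCl2, 1 mM DTT, with compound at single 76 uM and 10 uM ATP, 30 min at 37 deg C. ADP detected by HTRF Transcreener, 665/615 ratio.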
MmCpn inh – Inhibitors of TCP-1 ring complex (TRiC) of Methanococcus maripaludis (MmCpn): qHTS; Potency, µM (titrated, usually from 76.9 µM), for inactives: at the highest dose activity, negative = inhibition, most hits filed as inhibitors; Chaperonin Mm-Cpn (Methanococcus maripaludis); purified Mm-Cpn ATPase, ADP Transcreener TR-FRET; 0.031% of 330,000 active; also: potency is read from the fitted curve at half-maximal effect; % is scaled to controls: 0 for no effect and ±100 for the full control effect; nearly all actives have a fitted effect of over 80% in size
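Quantitative HTS used 25 nM Mm-CPN and 10 uM ATP in magnesium/KCl Tris buffer, pH 7.4, with 1 mM DTT. Hydrolysis ran 30 min at 37°C; ADP was read by HTRF.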
PTHR1 ag – qHTS for PTHR1 Agonists: Primary Screen | 0.075% of 410,000 active | Potency, µM (doses to about 115 µM), without a hit: at the top dose activation, most hits filed as activators | HEK293 GP2 PTHR1 cells, GloSensor cAMP luminescence, 1 h | Parathyroid hormone/parathyroid hormone-related peptide receptor (Homo sapiens), Q03431; also: potency is read from the fitted curve at half-maximal effect; nearly all actives have a fitted effect of over 55% in size; some results filed as inactive show a strong effect at the top dose; inactives centre near -15; many of its hits are not listed in these tables
Target sequence (Q03431 whole entry, looked up): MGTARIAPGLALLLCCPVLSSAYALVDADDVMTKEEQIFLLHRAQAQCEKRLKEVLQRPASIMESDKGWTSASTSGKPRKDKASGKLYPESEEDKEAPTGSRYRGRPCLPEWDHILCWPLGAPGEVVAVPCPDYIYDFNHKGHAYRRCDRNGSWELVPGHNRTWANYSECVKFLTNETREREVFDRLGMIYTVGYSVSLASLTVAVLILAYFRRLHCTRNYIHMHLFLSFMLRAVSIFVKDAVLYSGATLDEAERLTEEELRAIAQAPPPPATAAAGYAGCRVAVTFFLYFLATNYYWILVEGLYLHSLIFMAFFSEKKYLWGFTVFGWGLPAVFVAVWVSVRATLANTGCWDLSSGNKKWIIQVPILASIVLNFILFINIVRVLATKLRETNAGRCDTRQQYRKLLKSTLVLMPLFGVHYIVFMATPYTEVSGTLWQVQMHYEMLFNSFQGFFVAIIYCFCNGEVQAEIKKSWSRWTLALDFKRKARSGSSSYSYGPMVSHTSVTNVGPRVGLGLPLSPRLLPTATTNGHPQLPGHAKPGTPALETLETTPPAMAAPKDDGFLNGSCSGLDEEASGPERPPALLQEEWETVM
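HEK-293-derived GP2 cells expressing PTHR1 and a GloSensor cAMP reporter, 3,000/well, plated overnight, given luciferin plus IBMX (each 0.5 mM as added) for 1 h at 37 °C, then compound for 1 h at 37 °C. Luminescence was read after 15 min at room temperature.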
EPAC2 ag – qHTS for Agonist of cAMP-regulated guanine nucleotide exchange factor 4 (EPAC2): primary screen. Potency, µM (titrated, usually from 154 µM), for the others: top-dose activation, actives largely listed as activators. 0.079% of 360,000 active. EPAC2 activation, biochemical qHTS; response scale: 100% = 6.5 mM cAMP response. AID 720711, 2013; also: potency is read from the fitted curve at half-maximal effect; nearly all actives have a fitted effect of over 50% in size
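In this primary screen, activation is scored as increased exchange of BODIPY-GDP from Rap1B by 100 nM EPAC2, with 50 uM GDP as competitor. Signal is normalized to the 6.5 mM cAMP agonist control.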
DRD3 agonist – qHTS of D3 Dopamine Receptor Agonist: qHTS | D(3) dopamine receptor (Homo sapiens), P35462 | 0.58% of 410,000 active | D3R DiscoveRx beta-arrestin cells, luminescence, 90 min | max activation, %; in the data active = max activation above about 30%; also: 0% is about no effect; mostly tested at two doses, the higher about 12 µM
Target sequence (P35462 whole entry, looked up): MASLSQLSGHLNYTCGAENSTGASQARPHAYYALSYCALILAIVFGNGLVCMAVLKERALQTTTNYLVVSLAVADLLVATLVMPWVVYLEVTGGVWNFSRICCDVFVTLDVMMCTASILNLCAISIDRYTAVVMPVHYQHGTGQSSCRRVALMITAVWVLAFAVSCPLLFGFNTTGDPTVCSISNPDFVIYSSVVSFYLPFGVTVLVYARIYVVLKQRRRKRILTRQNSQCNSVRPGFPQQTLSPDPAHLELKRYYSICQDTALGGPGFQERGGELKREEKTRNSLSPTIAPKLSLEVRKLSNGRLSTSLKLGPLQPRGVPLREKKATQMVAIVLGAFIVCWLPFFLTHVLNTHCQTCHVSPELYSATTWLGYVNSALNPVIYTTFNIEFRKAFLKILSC
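Cells at 1500/well, incubated overnight, then treated with pinned compounds (dopamine as control) for 90 min at 37 degrees C. DiscoveRx reagent added for 30 - 60 minutes at room temperature; luminescence read.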
EPAC2 antag – qHTS for Antagonist of cAMP-regulated guanine nucleotide exchange factor 2 (EPAC2): primary screen. EPAC2 GEF exchange of Rap1B-BODIPY-GDP, fluorescence. Potency, µM (titrated, usually from 114 µM), for the others: at the highest dose activity, negative = inhibition, actives largely listed as inhibitors. 0.18% of 360,000 active. AID 720708, 2013; also: potency is read from the fitted curve at half-maximal effect; % is scaled to controls: 0 for no effect and ±100 for the full control effect; nearly all actives have a fitted effect of over 45% in size; many of its hits are not listed in these tables
pAkt inh – HTS Assay for Inhibitors of Akt Phophorylation: Primary Screen. activity change, % for hits at 50 µM. 0.32% of 360,000 active. Neuro2A IGF-stimulated pAkt S473 HTRF, 20 min; active compounds read low; in the data active = activity change below about -80%; inconclusive = mostly about -51% to -80%; also: % is scaled to controls: 0 for no effect and ±100 for the full control effect
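Single-point screen (50 µM final compound) in Neuro2A cells stimulated 20 min with 6 nM IGF at 37 deg C. After lysis, Ser473-phosphorylated Akt read by HTRF (ex 330 nm, em 615/665 nm) as the 665/615 ratio.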
D3 antag – qHTS of D3 Dopamine Receptor Antagonist: qHTS; D(3) dopamine receptor (Homo sapiens), P35462; D3R cells, DiscoveRx beta-arrestin luminescence, antagonist mode; active compounds read low; max response, negative = inhibition, %; 2.5% of 360,000 active; AID 652054, 2013; in the data active = max response below about -50%; inconclusive = no clear call, values can overlap the other calls; also: % is scaled to controls: 0 for no effect and ±100 for the full control effect; mostly tested at two doses, the higher about 12 µM
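Cells expressing the human receptor were seeded at 1500 cells/well, incubated overnight at 37 degrees C in 5% CO2, then exposed to library compounds with dopamine controls for 90 minutes at 37 degrees C before luminescent detection.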
Active calls of the source: *; i = inactive; ? = inconclusive; . = no result given; [ ] = remark or other dose. Unless noted, calls follow the shape of the dose curve; as a rule, active = well fitted curve in the direction sought with a large enough effect; inconclusive = small, poorly fitted or top-dose-only effect, or another doubt; inactive = no such curve, though single readings can be large; an effect the other way counts as inactive or inconclusive. An excerpt; rates above refer to the full screens.

Value order – CCT modulator	MmCpn inh	PTHR1 ag	EPAC2 ag	DRD3 agonist	EPAC2 antag	pAkt inh	D3 antag
1	NS(=O)(=O)c1ccc(CNC(=O)NC23CC4CC(CC(C4)C2)C3)cc1
  -0.7	-2.8%	-9.1%[57.5 µM]	-2.2%	0.6	4.2%	i	-25.9
2	COCCNC(=O)CN(C(=O)CCC(=O)Nc1nccs1)c1ccc2c(c1)OCO2
  -0.4	0.3%	i	-1.9%	4.1	5.4%	i	9.9
3	CCc1nc2sc3c(Cl)ncnc3c2c2c1CCCC2
  -2.2	-8.3%	i	10.5%	-1.0	-5.4%	i	17.3
4	Cc1ccc(CNS(=O)(=O)NCc2ccccc2F)cc1
  1.2	-2.0%	i	-1.3%	0.5	-10.1%	i	2.4
5	Cc1ccc(Cn2c(C(CO)Nc3nc(-c4ccc(Cl)c([N+](=O)[O-])c4)cs3)nc3ccccc32)cc1 (configuration not stated)
  1.7	.	-21.8%	6.1%	-2.8	-14.6%	i	10.9
6	CC(=O)c1ccccc1NC(=O)c1cc(S(=O)(=O)N2CCOCC2)ccc1N1CCCC1
  -0.3	-7.8%	i	5.8%	-2.3	-5.1%	i	2.7
7	Cc1ccc(C)c(Cn2cnc3c(cnn3C(C)(C)C)c2=O)c1
  1.3	-8.9%	-77.3%[inhibitor][57.5 µM]	6.3%	8.6	-1.6%	i	-7.5
8	O=C1c2cc(S(=O)(=O)NCCO)ccc2-c2ccc(S(=O)(=O)NCCO)cc21
  -1.5	-6.2%	i	1.2%	3.5	-3.3%	i	-13.5
9	O=C(N/N=C/c1ccc(Cl)c([N+](=O)[O-])c1)c1ccc2c(c1)OCCO2
  -0.5	.	-12.8%	-0.7%	2.1	-3.9%	i	-11.8
10	O=C(O)CSCC(=O)Nc1ccc(C2CCCCC2)cc1
  -0.9	.	-28.6%	7.4%	-6.1	-0.1%	i	-3.9
11	c1ccc(COc2ccc(OCCCCN3CCCCC3)cc2)cc1
  2.0	0.8%	-1.8%[57.5 µM]	2.2%	-17.4	18.7%	i	-72.0*
12	Cn1c(N/N=C/c2cc3ccccc3nc2Cl)nc2ccccc21
  -1.2	-2.5%	-17.7%	17.1%	-1.6	24.8%	i	-9.2
13	CCCc1cc(=O)oc2c3c(cc(OCC(=O)N4CCC[C@H]4C(=O)O)c12)OC(C)(C)CC3
  -0.6	-1.6%	-3.4%	2.3%	-3.9	-5.9%	i	21.1
14	COc1cc(C(=O)NCCN2C(=O)S/C(=C\c3ccc(F)cc3)C2=O)ccc1OCC(=O)N1CCOCC1
  -0.6	1.6%	-28.8%	5.8%	2.9	6.6%	i	-3.8
15	O=S(=O)(NCc1ccc(Cl)cc1Cl)c1ccc(N2CCOCC2)nc1
  -0.9	-0.5%	i	4.8%	5.3	-10.8%	i	-4.2
16	NS(=O)(=O)c1ccc(CCNC(=O)c2ccc(Cl)c(S(=O)(=O)N3CCCCC3)c2)cc1
  -5.1	2.2%	-17.9%	3.3%	3.8	4.7%	i	8.6
17	COc1ccc(C(CCN(Cc2ccc(OC)c(OC)c2)C(=O)CCl)c2ccccc2)cc1 (configuration not stated)
  -2.3	-0.2%	-23.0%	9.1%	9.7	0.0%	i	9.9
18	CCOC(=O)CC1(CC)Oc2ccccc2N1S(=O)(=O)c1ccc(C)cc1 (configuration not stated)
  .	.	-31.5%[inhibitor]	17.2%	-4.9	4.4%	i	-0.8
19	CCOC(=O)c1[nH]c(C)c(C(=O)N(CC)CC)c1C
  -0.5	1.0%	-13.8%	8.5%	-4.3	4.4%	i	?
20	Cc1cc(OCC(=O)Nc2ccc(S(=O)(=O)NC3=NCCCCC3)cc2)c(C(C)C)cc1Cl
  0.1	1.4%	-23.1%	2.3%	-2.8	-14.8%	i	-0.9
21	CCc1c(C)nc2cc(-c3ccc(OC)c(OC)c3)nn2c1N1CCC(C)CC1
  0.3	-0.3%	i	-1.7%	16.3	-2.2%	i	0.6
22	O=S(=O)(Nc1ncccn1)c1ccc(NC(=S)NCc2cccnc2)cc1
  -1.6	0.9%	i	9.7%	5.6	8.7%	i	8.8
23	Cc1c(NS(=O)(=O)c2cccs2)c(=O)n(-c2ccccc2)n1C
  -3.6	-1.3%	i	4.2%	-6.9	5.9%	i	35.2
24	O=C(CCO)c1ccc(O)cc1
  -0.1	.	-19.6%	5.6%	14.0	17.2%	i	-21.1
25	CCCCOc1ncnc2c1[nH]c1ccc(OCC)cc12
  0.4	1.8%	-18.1%[57.5 µM]	-0.1%	4.1	0.3%	i	14.6
26	O=C(O)c1cc2c(cc1NC(=O)c1ccccc1OC(F)F)OCCCO2
  1.5	-0.9%	i	-2.6%	-0.1	-0.9%	i	-16.0
27	CSc1nncn1/N=C/c1ccccc1F
  0.1	-2.0%	i	4.4%	-5.8	12.9%	i	-15.7
28	COc1ccc(CN(C)C(=O)CSc2nnc(C3CC3)n2C2CC2)cc1
  1.4	4.1%	-34.4%[inhibitor]	-1.1%	1.1	-20.1%	i	-1.0
29	COc1cc(=O)[nH]c(=O)n1C(=O)Cc1ccccc1
  -3.5	-1.3%	i	8.8%	4.6	7.8%	i	-54.3*
30	Cc1ccc(C(=O)Nc2nnc(CC(=O)N/N=C/c3ccncc3)s2)cc1
  1.6	2.3%	i	2.1%	0.5	9.0%[57.1 µM]	i	5.1
31	Cc1ccc2c(c1)N(Cc1ccccn1)C(=O)C(C)O2 (configuration not stated)
  0.7	2.1%	i	18.5%	3.3	-0.6%	i	-11.0
32	Cc1ccc(OCC(=O)NCCCNC(=O)c2ccccn2)cc1
  0.3	0.3%	i	13.8%	0.1	-0.3%	i	5.7
33	CCOC(=O)C1(CCCc2ccccc2)CCN(C(=O)CCN2CCCCC2=O)CC1
  -2.5	-2.5%	-23.1%	-1.9%	9.9	-9.9%	i	-6.5
34	CN1C(C(=O)NCC2CC2)CC2Cn3c(nc4cc5ccccc5cc43)C21 (configuration not stated)
  1.0	0.4%	-11.0%	0.6%	-18.0	6.0%	i	0.0
35	CCCNC(=O)c1cc(C2CCCCN2C(=O)CCCc2ccccc2)on1 (configuration not stated)
  -1.1	.	i	-5.2%	0.4	6.1%	i	13.2
36	c1ccc(Cc2ccc(OCCn3ccnc3)cc2)cc1
  -0.4	0.5%	-87.8%[inhibitor]	6.3%	-5.9	-17.9%	i	5.5
37	COc1cc(C(=O)NC2CC(C)CC(C)(C)C2)cc(OC)c1OC (configuration not stated)
  2.6	.	i	-12.0%	-1.1	-16.7%	i	8.0
38	C[C@H](CO)N1C[C@H](C)[C@@H](CN(C)Cc2ccc(-c3ccccc3)cc2)Oc2ccc(NC(=O)Cn3cnnn3)cc2C1=O
  0.3	-1.8%	-10.9%	5.0%	8.5	-10.4%	i	18.9
39	CCC1CN(C)C2Cc3c([nH]c4ccccc34)C(=O)CC1C2C(=O)OC (configuration not stated)
  0.8	-3.8%	-10.1%	-2.5%	4.0	-9.8%	i	11.5
40	O=C(NC1CCS(=O)(=O)C1)c1ccc(S(=O)(=O)N2CCCC2)cc1 (configuration not stated)
  -2.9	?	-16.4%	-1.4%	2.0	-1.4%	i	0.9
41	CCOc1cc(C(=O)Nc2cc(C(=O)OC)ccc2C)ccc1OCC(=O)N1CCOCC1
  0.2	0.6%	-24.6%	-2.0%	-0.6	-2.1%	i	2.9
42	Cc1nc(-c2ccc(NC(=O)c3ccco3)cc2)cs1
  -2.9	-1.9%	-93.9%[inhibitor]	7.4%	-5.6	-7.0%	i	-4.5
43	O=C(Cc1ccc(O)cc1)NC1CCCCCC1
  -2.3	1.0%	i	13.1%	-0.1	0.4%	i	-8.9
44	O=C(CSc1nccn(-c2ccc(F)c(Cl)c2)c1=O)NC1CCCC1
  -3.7	-0.1%	i	-2.9%	-11.2	-2.2%	i	-17.3
45	O=C(CSCC(=O)NN=Cc1ccccc1O)NN=Cc1ccccc1O
  -1.3	.	-8.7%	-9.3%	20.0	-4.4%	i	27.1

Entries 1 through 3, quoted:
Value order – CCT modulator	MmCpn inh	PTHR1 ag	EPAC2 ag	DRD3 agonist	EPAC2 antag	pAkt inh	D3 antag
1	NS(=O)(=O)c1ccc(CNC(=O)NC23CC4CC(CC(C4)C2)C3)cc1
  -0.7	-2.8%	-9.1%[57.5 µM]	-2.2%	0.6	4.2%	i	-25.9
2	COCCNC(=O)CN(C(=O)CCC(=O)Nc1nccs1)c1ccc2c(c1)OCO2
  -0.4	0.3%	i	-1.9%	4.1	5.4%	i	9.9
3	CCc1nc2sc3c(Cl)ncnc3c2c2c1CCCC2
  -2.2	-8.3%	i	10.5%	-1.0	-5.4%	i	17.3

Further compounds
Value order – CCT modulator	MmCpn inh	PTHR1 ag	EPAC2 ag	DRD3 agonist	EPAC2 antag	pAkt inh	D3 antag
46	O=c1ccc(-c2ccc(S(=O)(=O)Nc3ccc(F)cc3)o2)n[nH]1
  -4.4	-0.6%	i	0.8%	-2.3	6.3%	i	-15.4
47	CC1OC(CCc2cccc(Cl)c2)Cc2[nH]c(=S)[nH]c(=O)c21 (configuration not stated)
  -3.0	.	-47.3%[inhibitor]	3.0%	-1.1	1.7%	i	?
48	COC(=O)c1[nH]c2ccc(C)cc2c1NC(=O)CN1CCCc2ccccc21
  1.8	?	-8.3%	4.0%	-4.6	0.0%	i	32.6
49	Cc1ccc(C(=O)N2CCNC(=O)C2CC(=O)Nc2ccccc2)cc1 (configuration not stated)
  -1.2	2.5%	i	11.9%	0.7	3.2%	i	-0.4

Single records, from the list above. Order of values: CCT modulator | MmCpn inh | PTHR1 ag | EPAC2 ag | DRD3 agonist | EPAC2 antag | pAkt inh | D3 antag
c1ccc(Cc2ccc(OCCn3ccnc3)cc2)cc1 reads -0.4 | 0.5% | -87.8%[inhibitor] | 6.3% | -5.9 | -17.9% | i | 5.5
Cc1ccc2c(c1)N(Cc1ccccn1)C(=O)C(C)O2 (configuration not stated) reads 0.7 | 2.1% | i | 18.5% | 3.3 | -0.6% | i | -11.0
